Bioassay records deposited in PubChem by National Center for Advancing Translational Sciences (NCATS).
LDHA inh: qHTS assay for inhibitors of human lactate dehydrogenase; activity change, % (values are at about 110 or 230 µM); hit rate 0.15% among 480,000; purified LDHA, NADH/diaphorase-resazurin fluorescence; active compounds read low; in the data active = activity change below about -30%; inconclusive = mostly about -25% to -30%;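 also: plate controls were DMSO wells for no effect and wells without enzyme for full effect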
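Remaining NADH was detected by diaphorase (0.133 mg/mL) converting 37 µM resazurin to fluorescent resorufin, read at 0 and 20 minutes. The preceding 5-minute room-temperature reaction used 2 nM LDHA, 0.2 mM sodium pyruvate and 0.06 mM NADH at pH 7.4.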
Pol eta inh: qHTS for Inhibitors of Polymerase Eta; DNA polymerase eta (Homo sapiens), Q9Y253; recombinant Pol eta, fluorescent DNA replication assay; Potency, µM (series often up to 114 µM), inactives show at the highest dose activity change, negative = inhibition, most hits filed as inhibitors; hit rate 1.2% among 390,000; AID 588591, 2011; also: potency is read from the fitted curve at half-maximal effect; % is scaled to controls: 0 for no effect and ±100 for the full control effect
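Pol eta (10 nM) was preincubated with compounds for 15 min at room temperature, after which fluorescent replication substrate (50 nM final) was added to start the reaction. Fluorescence was read kinetically at 0 and 10 min.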
POLK inh: qHTS for Inhibitors of Polymerase Kappa | Potency, µM (highest dose often 107 µM), without a hit: at the top dose activity, negative = inhibition, most hits filed as inhibitors | hit rate 0.53% among 400,000 | purified Pol kappa, fluorescent DNA synthesis assay, 10 min | DNA polymerase kappa (Homo sapiens), Q9UBT6 | AID 588579, 2011; also: potency is read from the fitted curve at half-maximal effect; % is scaled to controls: 0 for no effect and ±100 for the full control effect
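Activity was followed as the change in fluorescence between reads at 0 and 10 min after starting the reaction with 50 nM substrate. Beforehand, 10 nM polymerase had been preincubated with compound for 15 min at room temperature.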
Pol iota inh: qHTS for Inhibitors of Polymerase Iota; Pol iota fluorescent replication assay, 10 min; AID 588590, 2011; hit rate 1% among 390,000; DNA polymerase iota (Homo sapiens), Q9UNA4; Potency, µM (highest dose often 115 µM), for inactives: top-dose activity, negative = inhibition, hits mostly inhibitors; also: potency is read from the fitted curve at half-maximal effect
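Pol iota at 10 nM preincubated 15 min with compounds at room temperature; reaction started with fluorescent substrate, 50 nM final. Fluorescence read kinetically at 0 and 10 min; buffer-only wells as negative control.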
APE1 inh: qHTS Assay for Inhibitors of the Human Apurinic/apyrimidinic Endonuclease 1 (APE1); hit rate 0.35% among 350,000; recombinant APE1, TAMRA/BHQ-2 abasic DNA cleavage fluorescence; Potency, µM (titrated, usually from 65.8 µM), for the others: at the top dose activity change, negative = inhibition, hits mostly inhibitors; DNA repair nuclease/redox regulator APEX1 (Homo sapiens), P27695;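 also: potency is read from the fitted curve at half-maximal effect; plate controls were vehicle for no effect and reference inhibitor for full effect; nearly all actives have a fitted effect of over 55% in size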
Target sequence (P27695 whole entry, looked up): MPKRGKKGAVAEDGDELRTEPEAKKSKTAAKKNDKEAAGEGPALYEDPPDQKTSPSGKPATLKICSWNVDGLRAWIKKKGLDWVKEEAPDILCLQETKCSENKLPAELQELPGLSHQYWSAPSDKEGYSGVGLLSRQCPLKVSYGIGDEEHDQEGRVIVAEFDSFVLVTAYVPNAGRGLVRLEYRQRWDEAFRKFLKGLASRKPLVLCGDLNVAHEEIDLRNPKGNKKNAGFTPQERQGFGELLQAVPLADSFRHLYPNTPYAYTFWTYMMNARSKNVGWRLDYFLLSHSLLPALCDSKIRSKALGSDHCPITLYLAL
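APE1 at 0.75 nM preincubated 15 min at room temperature with compound. Reaction then started with 50 nM double-stranded THF-abasic substrate labelled with TAMRA/BHQ-2, and 525/598 nm fluorescence read kinetically. Activity taken as third-minus-first read difference, normalized to DMSO and NSC13755 controls.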
BLM helicase inh: qHTS Assay for Inhibitors of Bloom's syndrome helicase (BLM). hit rate 0.2% among 350,000. recombinant BLM DNA unwinding, fluorescence dequenching. Potency, µM (series often up to 56.1 µM), inactives show top-dose activity change, negative = inhibition, actives largely listed as inhibitors. AID 2528, 2010;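 also: potency is read from the fitted curve at half-maximal effect; plate controls were vehicle for no effect and no enzyme for full effect; nearly all actives have a fitted effect of over 35% in size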
Anesthetic bind: qHTS Assay for Identification of Novel General Anesthetics; Ferritin light chain (Equus caballus), P02791; apoferritin/1-aminoanthracene competitive binding, fluorescence; Potency, µM (doses to about 77.5 µM), without a hit: at the top dose activity change, negative = displacement, usual class: inhibitors; hit rate 0.074% among 350,000; AID 485281, 2010; also: potency is read from the fitted curve at half-maximal effect; % is scaled to controls: 0 for no effect and ±100 for the full control effect; nearly all actives have a fitted effect of over 20% in size
Target sequence (P02791 2-175 limits assumed): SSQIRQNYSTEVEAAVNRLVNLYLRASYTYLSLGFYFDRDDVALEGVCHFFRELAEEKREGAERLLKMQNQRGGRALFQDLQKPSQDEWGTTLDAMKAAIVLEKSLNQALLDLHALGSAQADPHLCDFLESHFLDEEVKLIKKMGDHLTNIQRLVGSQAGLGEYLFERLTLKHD
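Probe: 1-aminoanthracene (50% saturated, PBS). Protein: horse-spleen apoferritin, 10 uM. Incubation: 10 min, room temperature. Detection: 380 nm excitation, 535 nm emission. Analysis: normalized response, four-parameter Hill.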
GRP78 ERSR act: qHTS for Inducers of the Endoplasmic Reticulum Stress Response (ERSR) in Human Glioma: qHTS; U87-MG GRP78 promoter luciferase reporter, 16 h; Potency, µM, for inactives: at the top dose activation, hits mostly activators; hit rate 0.02% among 420,000; also: potency is read from the fitted curve at half-maximal effect; series mostly up to about 76 µM; % of control where 0% means no effect; nearly all actives have a fitted effect of over 35% in size
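ERSR induction read as luciferase luminescence (Bright-Glo, 10 min at room temperature) in stably transfected human U87-MG glioma cells exposed to compounds for 16 h, using GRP78 as sensor.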
Pol beta inh: qHTS Assay for Inhibitors of DNA Polymerase Beta | Pol beta primer extension/strand displacement, fluorescence kinetic | AID 485314, 2010 | Potency, µM (doses to about 114 µM), for inactives: at the top dose activity change, negative = inhibition, most hits filed as inhibitors | P06746 | hit rate 1.3% among 340,000; also: potency is read from the fitted curve at half-maximal effect; % is scaled to controls: 0 for no effect and ±100 for the full control effect
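Kinetic readout of DNA synthesis with strand displacement by Pol beta. Compound and 10 nM enzyme sit 15 min at room temperature; 50 nM substrate starts the reaction, read immediately and at 10 min.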
Starred values were filed as active, the others as inactive; ? = inconclusive; . = not tested or not shown; & = joins results of further samples; [ ] = dose if it differs, or a comment. Unless noted, calls follow the shape of the dose curve; as a rule, active = well fitted curve in the direction sought with a large enough effect; inconclusive = small, poorly fitted or top-dose-only effect, or another doubt; inactive = no such curve, though single readings can be large; an effect the other way counts as inactive or inconclusive. Only part of the results is shown; rates above refer to the full screens.

Each structure is followed by: Pol beta inh	Anesthetic bind	POLK inh	APE1 inh	LDHA inh	Pol eta inh	GRP78 ERSR act	BLM helicase inh	Pol iota inh
> Cc1ccc2cccc(NC(=O)c3ccc(C#N)cc3F)c2n1
    3%	3%	-17%	.	-6	-9%	-3%	-2%	4%
> CC1Cc2nc(SCC(=O)N3CCCc4ccccc43)n(C)c(=O)c2S1 (stereo unspecified)
    4%	-7%	8%	-1%	3	-6%	-4%	1%	32%[activator]
> Cc1ccc(SC(=O)c2c([N+](=O)[O-])c(C)nn2C)cc1
    3%	2%	-6%	-1%	-13	0%	-12%	-7%	19%
> Cc1cn2c(=O)c(C(=O)N3CCN(c4ccccc4Cl)CC3)cnc2s1
    .	.	2%	14%	-9	-9%	-2%	.	18%
> CCOC(=O)c1ccc(NS(=O)(=O)c2ccc(Br)s2)cc1
    4%	-4%	-3%	.	-6	-14%	-3%	-5%	3%
> Cc1noc(NS(=O)(=O)c2ccc(N/C=C/C(=O)c3ccncc3)cc2)c1C
    -7%	?	0%	12%	-12	-8%	-2%	-2%	?
> COc1ccccc1CNCc1cc(OC)c(OC)c(OC)c1
    2%	-6%	-7%	1%	-18	-4%	-3%	-1%	35%[activator]
> CC(C)(C)NC(=O)c1ccc(NC(=O)CSc2ccccc2)cc1
    -18%	0%	-6%	6%	2	-1%	2%	0%	-14%
> COCCCNC(NC(=O)c1ccc(Br)cc1)C(Cl)(Cl)Cl (stereo unspecified)
    -19%[57.1 µM]	1%	-1%	-3%	-6	-12%	0%	2%	-5%
> Cc1ccc(N2CCC(N3CCN(C)C(CCO)C3)CC2)cc1 (stereo unspecified)
    4%	-2%	-9%	4%	-2	-3%	0%	-2%	25%
> CN(C)CCCNC(=O)/C(=C\C=C\c1ccccc1)NC(=O)c1ccc([N+](=O)[O-])cc1
    -1%	3%	0%	2%	-4	-6%	-3%	3%	17%
> CCCCCCCCCCOC(=O)Cn1c(COc2ccccc2C)[n+](C)c2ccccc21
    ?	?	-20%	-13%	3	-19%	-15%	4%	-1%
> O=C(Nc1ccc(C(F)(F)F)cc1-c1ccccc1)c1ccccc1
    4%	-4%	-3%	6%	-2	-13%	0%	1%	-1%
> COc1cc(CC(=O)OCC(=O)Nc2ccc(S(=O)(=O)N3CCCC3)cc2)cc(OC)c1OC
    -4%	?	-9%	-5%	1	-9%	-4%	-1%	1%
> CCOC(=O)c1ccc(OC(=O)CCCCCN=C(N)N)cc1
    .	0%[29.3 µM]	8%	5%[21 µM]	-1	-9%	1%&-1%&3%	2%	146%[activator]
> O=C(c1ccc(Cn2cnnn2)cc1)N1CCCC(Nc2ccc(F)c(F)c2)C1 (stereo unspecified)
    33%	-15%	-2%	8%	1	-10%	11%	1%	39%[activator]
> CC(C)Cc1nnc(NC(=O)CCC(=O)NCCc2ccccc2)s1
    39%	10%	-4%	5%	-9	3%	6%	-14%	7%
> Cc1cccc(OC(=O)CSc2nnc(CNC(=O)c3ccccc3)o2)c1C
    16%	-6%	9%	.	-13	-7%	-3%	0%	-3%
> N#Cc1cccc(-n2c(-c3ccccc3)nnc2-c2ccccc2)c1C#N
    3%	-10%	-13%	-3%	-3	-15%	7%	-9%	8%
> CS(=O)(=O)c1ccc(Cl)c(NC(=O)COC(=O)CNC(=O)c2ccc3ccccc3c2)c1
    .	.	-10%	2%	-4	1%	3%	.	14%
> COc1ccc(Cl)cc1NC(=O)c1c(C(=O)Nc2cccc(C)c2C)sc2nc(C)cc(=O)n12
    -2%	-13%	-3%	.	-3	-5%	3%	0%	1%
> Cc1cnc(NC(=O)CSc2nnc(CNc3ccc(F)cc3)n2CC2CCCO2)s1 (stereo unspecified)
    13%	-9%	-14%	-1%	-6	-7%	-4%	-2%	23%
> CCOc1cc(N2CCOCC2)c(OCC)cc1NC(=O)CN1C(=O)NC(CC(C)C)C1=O (stereo unspecified)
    5%	-3%	0%	0%	4	-19%	-3%	-2%	-6%
> COc1ccc(C(=O)Cn2nnc(-c3ccccc3F)n2)cc1
    14%	?	-15%	2%	-8	-13%	6%	-10%	?
> COc1ccc(CNC(=O)CN2C(=O)NC3(CCCc4sccc43)C2=O)cc1 (stereo unspecified)
    .	.	-13%	-10%	-1	-14%	-3%	.	3%
> c1ccc(Cn2c(NCc3ccco3)nc3ccccc32)cc1
    -16%	4%	-9%	1%	-5	-7%	0%	1%	1%
> CN(C)CCNC(=O)CN1C(=O)CSc2ccc(S(=O)(=O)N3CCCCC3)cc21
    29%	-6%	-4%	41%	-2	-1%	-2%	3%	14%
> Cc1ccc(C)c(OCCCN2CCCC2)c1
    2%	-9%	-1%	2%	-24	-13%	-6%	4%	?
> Cc1csc(NC(=O)C2=NN(c3ccccc3)C(=O)CC2)n1
    -3%	-12%	-4%	3%	-3	?	-3%	-5%	45%[activator]
> COc1cccc2[nH]c3c(N4CCC5(CC4)OCCO5)ncnc3c12
    -15%	9%	-24%	-4%	2	-5%	0%	-10%	9%
> O=C(O)/C=C/C(=O)Nc1ccc(C2(c3ccc(NC(=O)/C=C/C(=O)O)cc3)c3ccccc3-c3ccccc32)cc1
    50µM*	-10%	-12%	4%	-7	50µM*	-7%	-6%	?
> COc1cccc(Cn2c(=O)c(-c3ccc(F)c(F)c3)nc3cncnc32)c1
    .	.	-17%[60.1 µM]	-2%	.	.	-6%	-8%	.
> COC(=O)c1ccc(Cn2c(SCC(=O)N(C)c3ccccc3)nc3ccccc32)cc1
    2%	70%[activator]	-6%[60.1 µM]	.	-2	-4%	1%	-5%	-4%
> Cc1c(NC(=O)CN2C(=O)C3C4C=CC(C4)C3C2=O)c(=O)n(-c2ccccc2)n1C (stereo unspecified)
    4%	-3%	-13%	-1%	-8	-15%	-2%	2%	10%
> O=C1NC2(CCCCC2)Oc2ccccc21
    0%	-12%	2%	1%	-6	-13%	2%	0%	5%
> OC1C=C2CCN3Cc4cc5c(cc4C(C1O)C23)OCO5 (stereo unspecified)
    .	-12%	?	3%	.	.	-4%	7%	.
> CC(C)(C)OC(=O)NCCCCCNC(=O)c1[nH]cnc1C(=O)N[C@@H](CCCCNC(=O)OC(C)(C)C)C(=O)OC(C)(C)C
    ?	26%	-14%	-4%	8	-7%	-6%	-15%	110%[activator]
> Cc1ccc(CN(C)c2ccc(S(=O)(=O)N3CCCC3)cn2)cc1
    .	.	3%	-6%	0	-25%	-5%	.	38%[activator]
> CCOCC(=O)Nc1sc2c(c1C(=O)OCC)CCCC2
    4%	-5%	-23%	2%	6	-8%	-1%	-4%	23%
> Cc1c(Cl)c(=O)oc2cc(OCC(=O)N3CCCC(C)C3)ccc12 (stereo unspecified)
    .	.	4%	0%	-3	-10%	0%	.	8%
> COc1ccc(-n2c(O)c(/C=N/NS(=O)(=O)c3ccc(C)c([N+](=O)[O-])c3)c3ccccc3c2=O)cc1OC
    -27%	-11%	-19%	-8%	1	-16%	-5%	-16%	?
> CN(C1CCS(=O)(=O)C1)S(=O)(=O)c1cccc2nsnc12 (stereo unspecified)
    -12%	-7%	-12%	1%	-1	-17%	-4%	-4%	10%
> Cc1ccc(-c2nc3ccccc3s2)cc1S(=O)(=O)N1CCCC1
    11%	-24%	9%	-1%	0&2	-14%	3%	-7%	?
> NC(=O)C1CCCN(C(=O)CCC(=O)c2cccs2)C1 (stereo unspecified)
    .	.	0%	25%	-1	-9%	3%	.	66%[activator]
> CC(=O)Nc1ccc(C(=O)N(C)c2ccccc2)cc1
    2%	-9%	-5%	-5%	-4	5%	-2%	-2%	-7%

Complete entries from above. Screens in order: Pol beta inh	Anesthetic bind	POLK inh	APE1 inh	LDHA inh	Pol eta inh	GRP78 ERSR act	BLM helicase inh	Pol iota inh
Listed for O=C(Nc1ccc(C(F)(F)F)cc1-c1ccccc1)c1ccccc1 = 4%	-4%	-3%	6%	-2	-13%	0%	1%	-1%
Listed for COc1cc(CC(=O)OCC(=O)Nc2ccc(S(=O)(=O)N3CCCC3)cc2)cc(OC)c1OC = -4%	?	-9%	-5%	1	-9%	-4%	-1%	1%

(cont.)
Each structure is followed by: Pol beta inh	Anesthetic bind	POLK inh	APE1 inh	LDHA inh	Pol eta inh	GRP78 ERSR act	BLM helicase inh	Pol iota inh
> CC(C)(C)C(=O)NC1CC2CCCC(C1)N2C(=O)Nc1ccc(Cl)cc1 (stereo unspecified)
    53%	-16%	6%	-5%	-4	-15%	-5%	-2%	165%[activator]
> Cc1cc(C)nc(SCC(=O)N2CCCCC2)n1
    4%	-22%	-1%	1%	-10	5%	0%	-4%	10%
> CCn1c(SCC(=O)Nc2ccc(NC(C)=O)cc2)nc2c([nH]c3ccccc32)c1=O
    0%	-1%	-15%	2%	-9	-10%	-2%	-8%	10%
> COc1cc(C(=O)NC(=S)Nc2cccc(-c3cc4ccccc4oc3=O)c2)cc(OC)c1OC
    8%	-18%	-12%	-4%	-6	-8%	-4%	-3%	-14%
> CCNS(=O)(=O)c1ccc(NC(=O)c2ccccc2OCC)cc1
    1%	4%	-6%	1%	-3	-11%	-3%	-3%	8%
> OCCCCNCc1ccc(OCc2ccccc2Cl)cc1
    54%	?	-9%	13%	1	-11%	4%	-10%	-12%
> CCCCNC(=O)CNC(=S)N(Cc1ccc(C)cc1)Cc1ccco1
    -2%	-13%	-1%	22%	-4	-11%	-3%	-13%	55%[activator]
> COc1ccc(OC)c(CCNC(=O)CN2C(=O)COc3ccc(S(=O)(=O)N4CCOCC4)cc32)c1
    0%	6%	18%	6%	-1	-16%	-2%	1%	29%
